Jurkat NFkB inh: inhibitors of the PMA/ionomycin-induced NF-kB reporter in Jurkat cells; AID 435003; 330,000 compounds, 0.53% hits; inhibition, % at 4 µM; PMA/ionomycin-induced NF-kB luciferase reporter, luminescence; in the data active means inhibition above about 50%
APJ agonist: activates the human apelin receptor APJ; CHO-K1 APJ PathHunter beta-arrestin, luminescence; 0% DMSO wells, 100% apelin; P35414; activation, % at 20 µM; 330,000 compounds, 0.11% hits;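 active means activation more than six SD over the plate average, tested at 20 µM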;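 further: 0% = DMSO alone and 100% = apelin-13 at 10 nM; some results filed as inactive read as strong as hits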
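Assay system: CHO-K1 APJ beta-arrestin complementation cell line / Compound: single test compound dose, 20 µM final, 1% DMSO / Times: overnight seeding, 90 min compound at 25 °C, 1 h detection / Technique: beta-gal luminescence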
APJ antagonist: antagonists of human APJ apelin receptor. inhibition, % at 20 µM. P35414. 330,000 compounds, 0.32% hits. CHO-K1 APJ beta-arrestin complementation, luminescence. AID 2521;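 active means inhibition above about 40% at 20 µM, limit read from the data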;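 further: cells challenged with 10 nM apelin-13 agonist together with compound; plate controls were apelin-13 plus DMSO wells for no effect and DMSO wells lacking apelin-13 for full effect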
XBP1 UPR activ: activators of adaptive arm of unfolded protein response (XBP1); activation, % at 20 µM; AID 463104; 330,000 compounds, 0.33% hits; CHO-XBP1 luciferase reporter, IRE1-XBP1 UPR activation, luminescence; percent of tunicamycin response, DMSO as zero;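 active means versus positive control, 20 µM dose yields 30% or more activation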;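 further: 100% = tunicamycin at 10 µg/mL and 0% = DMSO only wells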
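Material: CHO-XBP1 cells stably carrying IRE1-XBP1-driven luciferase reporter / Amount: 1000 cells per well / Compound: 20 µM, 1% DMSO / Times: 6 h treatment, 37 °C / Detection: luciferase luminescence / Measure: % activation of reporter signal versus tunicamycin and DMSO controls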
CHOP UPR activ: activators of apoptotic arm of unfolded protein response (CHOP) | CHO-CHOP luciferase reporter, UPR activation, luminescence; percent of tunicamycin response over DMSO baseline | activation, % at 10 µM | 330,000 compounds, 0.34% hits;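 active means at 10 µM dose, activation of 40% or more, normalized to positive control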;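 further: 100% = tunicamycin at 10 µg/mL and 0% = DMSO alone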
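Evaluation: % reporter activation, DMSO baseline versus tunicamycin full activation; System: CHO-CHOP luciferase reporter cell line; Input: 500 cells/well; Incubation: 6 h compound treatment, 37 °C; Measured by: Steady-Glo luciferase luminescence; Dosing: one dose, 10 µM in 0.5% DMSO; Buffer or medium: F12 medium, 10% FBS; Benchmarks: positive tunicamycin 10 µg/mL, negative DMSO alone.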
tim23-1 inh: inhibits growth of tim23-1 mutant yeast; 330,000 compounds, 1.3% hits; inhibition, % at 20 µM; S. cerevisiae tim23-1 growth, BacTiter-Glo luminescence, 24 h;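 active means growth inhibition of the mutant yeast at or above 50%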;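 further: temperature-sensitive mutant grown at 25 °C; plate controls were DMSO-treated mutant yeast for no effect and medium wells lacking yeast for full effect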
Mdm2-MdmX inh: disrupts the human Mdm2-MdmX interaction | inhibition, % at 8 µM | 330,000 compounds, 3% hits | O15151+Q00987 | SaOS-2 split-luciferase Mdm2/MdmX complementation, luminescence;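 active means inhibition of at least 50% at 8 µM in the primary screen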
Target sequence (O15151 whole entry, looked up): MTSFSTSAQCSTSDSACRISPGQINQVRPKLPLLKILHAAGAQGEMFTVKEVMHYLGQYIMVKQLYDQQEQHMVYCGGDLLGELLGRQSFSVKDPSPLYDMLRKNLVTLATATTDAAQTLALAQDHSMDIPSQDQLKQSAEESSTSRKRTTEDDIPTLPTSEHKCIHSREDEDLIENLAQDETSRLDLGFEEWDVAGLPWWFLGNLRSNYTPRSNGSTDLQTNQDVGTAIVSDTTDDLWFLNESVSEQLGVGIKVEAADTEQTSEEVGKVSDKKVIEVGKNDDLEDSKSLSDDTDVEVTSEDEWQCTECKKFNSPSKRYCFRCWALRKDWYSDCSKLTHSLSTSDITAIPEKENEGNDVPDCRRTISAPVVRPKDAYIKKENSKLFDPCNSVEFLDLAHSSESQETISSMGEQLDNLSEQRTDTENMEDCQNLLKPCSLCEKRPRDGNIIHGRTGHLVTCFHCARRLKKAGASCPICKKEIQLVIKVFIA
Target sequence (Q00987 whole entry, looked up): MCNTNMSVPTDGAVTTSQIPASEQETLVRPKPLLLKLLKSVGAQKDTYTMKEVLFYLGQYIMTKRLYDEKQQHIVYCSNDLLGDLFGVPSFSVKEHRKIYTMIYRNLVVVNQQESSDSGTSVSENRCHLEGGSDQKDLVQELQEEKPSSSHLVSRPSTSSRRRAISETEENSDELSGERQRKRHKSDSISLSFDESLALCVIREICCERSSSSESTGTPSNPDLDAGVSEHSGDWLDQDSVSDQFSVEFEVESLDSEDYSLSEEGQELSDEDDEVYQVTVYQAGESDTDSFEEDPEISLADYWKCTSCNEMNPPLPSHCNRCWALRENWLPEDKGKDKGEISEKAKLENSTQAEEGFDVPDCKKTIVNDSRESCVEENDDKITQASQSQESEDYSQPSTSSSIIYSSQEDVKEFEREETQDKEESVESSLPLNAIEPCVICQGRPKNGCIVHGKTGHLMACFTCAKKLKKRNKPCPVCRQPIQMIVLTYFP
697 NFkB inh: lowers PMA/ionomycin-induced NF-kB signal in 697 B cells; 697 B-cell NF-kB luciferase reporter, 16 h; inhibition, % at 4 µM; 330,000 compounds, 0.33% hits; in the data active means inhibition above about 35%
Active calls of the source: *; x = not tested or not shown.

#1 CC(C(=O)N1CCOCC1)c1ccc([N+](=O)[O-])cc1 (centres undefined)
#2 Cc1ccc(NC(=O)/C=C/c2ccco2)cc1S(=O)(=O)N1CCCCCC1
#3 O=C(c1ccccc1)N1CCN(c2ccc([N+](=O)[O-])c(NCc3cccnc3)c2)CC1
#4 COC(=O)c1cccc(S(=O)(=O)N2CCC(C)CC2)c1
#5 N#Cc1c(N)n(CCNC(=O)c2ccc(Cl)cc2)c2nc3ccccc3nc12
#6 O=C(NCc1ccc2c(c1)OCO2)C1CCC(CNc2c(N3CCCC3)c(=O)c2=O)CC1 (centres undefined)
#7 Cc1ccc(S(=O)(=O)NCCOc2nc(N3CCOCC3)nc(N3CCOCC3)n2)cc1
#8 CC(/C=N/NC(=O)c1cc(-c2cccs2)[nH]n1)=C\c1ccccc1
assay / compound | 1 | 2 | 3 | 4 | 5 | 6 | 7 | 8
Jurkat NFkB inh | 5 | 6 | -8 | 9 | 4 | -1 | 9 | -5
APJ agonist | -2 | 1 | 1 | 0 | -6 | -1 | -5 | 2
APJ antagonist | 8 | -2 | 1 | 2 | 24 | -5 | 1 | -20
XBP1 UPR activ | 1 | 0 | 0 | -1 | 0 | -3 | 0 | 7
CHOP UPR activ | -0.8 | -1.9 | -0.4 | -0.4 | -1.3 | -2.1 | 1.0 | -0.3
tim23-1 inh | 14 | 29 | 14 | 19 | -4 | -8 | 15 | 9
Mdm2-MdmX inh | -23 | 38 | 11 | 20 | 3 | 2 | -35 | 14
697 NFkB inh | 11 | -24 | 3 | 5 | -13 | 16 | 18 | -5

#9 Cc1ccc(NC(=O)CSc2ccc(-c3ccco3)nn2)c(C)c1
#10 c1csc(-c2nc3ccccc3[nH]2)c1
#11 COc1ccc(-n2ncc(S(=O)(=O)c3ccccc3)c2-c2ccc(Cl)cc2)cc1
#12 O=C(COC(=O)CCC1CCCC1)Nc1ccc(Cl)cn1
#13 CCn1c(C(=O)O)c(CC(=O)Nc2cccc(C(F)(F)F)c2)c2ccccc21
#14 Cc1ccc(CNC(=O)CSCc2ccc(F)cc2)cc1
#15 CCOCCCNC(=O)/C(C#N)=C/c1ccc([N+](=O)[O-])o1
#16 Cc1ccc(OCc2nnc(SCCN3CCOCC3)n2C)cc1
assay / compound | 9 | 10 | 11 | 12 | 13 | 14 | 15 | 16
Jurkat NFkB inh | -1 | -35 | -6 | 2 | 8 | -2 | 1 | -2
APJ agonist | -2 | -5 | -3 | -4 | 2 | -1 | 6 | -3
APJ antagonist | 1 | 5 | 6 | -4 | 0 | 1 | -30 | 4
XBP1 UPR activ | -1 | 2 | 12 | -3 | -2 | -3 | -7 | -2
CHOP UPR activ | 1.0 | 6.2 | 1.6 | 0.5 | 0.7 | 0.3 | -6.5 | -1.0
tim23-1 inh | 28 | 36 | 32 | 13 | 9 | 12 | 75* | 11
Mdm2-MdmX inh | 10 | -25 | 24 | 9 | -2 | -2 | 21 | 6
697 NFkB inh | 15 | -36 | -8 | 7 | 6 | 16 | -3 | 15

Some of the entries so far, with two lines to a compound.
Results follow in this order: Jurkat NFkB inh	APJ agonist	APJ antagonist	XBP1 UPR activ	CHOP UPR activ	tim23-1 inh	Mdm2-MdmX inh	697 NFkB inh
[8] CC(/C=N/NC(=O)c1cc(-c2cccs2)[nH]n1)=C\c1ccccc1
  -5	2	-20	7	-0.3	9	14	-5
[9] Cc1ccc(NC(=O)CSc2ccc(-c3ccco3)nn2)c(C)c1
  -1	-2	1	-1	1.0	28	10	15
[10] c1csc(-c2nc3ccccc3[nH]2)c1
  -35	-5	5	2	6.2	36	-25	-36
[11] COc1ccc(-n2ncc(S(=O)(=O)c3ccccc3)c2-c2ccc(Cl)cc2)cc1
  -6	-3	6	12	1.6	32	24	-8
[12] O=C(COC(=O)CCC1CCCC1)Nc1ccc(Cl)cn1
  2	-4	-4	-3	0.5	13	9	7
[13] CCn1c(C(=O)O)c(CC(=O)Nc2cccc(C(F)(F)F)c2)c2ccccc21
  8	2	0	-2	0.7	9	-2	6
[14] Cc1ccc(CNC(=O)CSCc2ccc(F)cc2)cc1
  -2	-1	1	-3	0.3	12	-2	16
[15] CCOCCCNC(=O)/C(C#N)=C/c1ccc([N+](=O)[O-])o1
  1	6	-30	-7	-6.5	75*	21	-3

Next part
#17 CC(Cc1ccsc1)NC(=O)CCc1nnc(CCc2ccccc2)o1 (centres undefined)
#18 Cc1nn(C)c(C)c1NC(=O)/C(C#N)=C\N(C)C
#19 COC(=O)[C@H](Cc1ccccc1)NC(=O)C1CCN(C(=O)[C@H](C)NS(=O)(=O)c2ccc(C)cc2)CC1
#20 CCCCn1c(N)c(N(Cc2ccccc2OC)C(=O)CN2C(=O)NC(C)(c3ccccc3)C2=O)c(=O)[nH]c1=O (centres undefined)
#21 CC(C)N(Cc1nc(-c2ccc(Cl)cc2)no1)C(=O)CCC1CCCC1
#22 c1ccc(N2CCN(c3ccc4nncn4n3)CC2)nc1
#23 O=Cc1ccc(-c2ccc(Cl)cc2Cl)[nH]1
#24 COc1ccc(-c2cc(=O)c3ccccc3o2)cc1
assay / compound | 17 | 18 | 19 | 20 | 21 | 22 | 23 | 24
Jurkat NFkB inh | 14 | 13 | 6 | -7 | -4 | -5 | 11 | -129
APJ agonist | -3 | -2 | -2 | 5 | -5 | -1 | -1 | -3
APJ antagonist | 2 | 10 | 1 | 4 | 15 | 1 | 0 | 20
XBP1 UPR activ | -2 | -2 | -1 | 0 | -4 | 0 | -4 | 2
CHOP UPR activ | -1.4 | 1.3 | 0.5 | -0.4 | 0.7 | -0.9 | 1.8 | 4.9
tim23-1 inh | 2 | -9 | 11 | -6 | 18 | -6 | 29 | 23
Mdm2-MdmX inh | 15 | -5 | 12 | 10 | 5 | -23 | 12 | -92
697 NFkB inh | 14 | 11 | 3 | 4 | 0 | 5 | -32 | -84

#25 CC(=O)NC(Cc1cccc(F)c1)C(=O)NC1CCN(C(=O)Nc2ccc(C)cc2)CC1 (centres undefined)
#26 COc1ccc(C(=O)NCC(=O)N/N=C/c2c(C)[nH]c3ccccc23)cc1
#27 COC(=O)N/N=C(\C)c1ccc(OC(F)F)cc1OC(F)F
#28 O=C(Nc1ccc(NC(=O)c2ccccc2F)cc1)c1ccccc1F
#29 Cc1cc(C)n2cc(CSc3nnnn3-c3ccccc3)nc2n1
#30 COc1ccc(CCNc2ncnc3c2c(C)c(C)n3CCO)cc1OC
#31 CC(=O)N1CCC2(CC1)C/C(=N\NC(=S)Nc1ccccc1F)c1cc(O)ccc1O2
#32 COc1ccccc1-n1cnnc1SCC(=O)Nc1cc(C)on1
assay / compound | 25 | 26 | 27 | 28 | 29 | 30 | 31 | 32
Jurkat NFkB inh | 13 | 3 | 1 | -34 | 7 | -20 | -1 | 25
APJ agonist | 0 | 3 | -3 | -2 | 1 | -2 | -1 | 0
APJ antagonist | -4 | 7 | -8 | 6 | 6 | -10 | -37 | 17
XBP1 UPR activ | -5 | -5 | -3 | -4 | 0 | 2 | -2 | 0
CHOP UPR activ | 1.2 | 0.5 | 1.2 | 5.1 | 0.3 | 0.7 | 2.2 | -1.7
tim23-1 inh | -2 | 9 | -10 | 14 | 0 | 2 | 20 | -4
Mdm2-MdmX inh | -20 | 9 | 32 | -24 | 15 | -13 | 67* | 17
697 NFkB inh | 6 | -18 | -1 | -31 | 7 | -18 | 29 | -4

#33 Cc1ccc(C(=O)O)cc1S(=O)(=O)NCC1CCCO1 (centres undefined)
#34 CN(c1ccc(C(=O)Nc2ccccc2C(F)(F)F)cc1)S(C)(=O)=O
#35 CSc1cc(C)c(OCC(=O)Nc2ccc(NC(C)=O)cc2)c(C)c1
#36 COc1cc(CCN2C(=O)N[C@@H](c3cccc(C(F)(F)F)c3)C(C(C)=O)=C2C)cc(OC)c1OC
#37 COc1ccc(NC2CCCN(C(=O)c3ccc(C)c(N4CCNC4=O)c3)C2)cc1 (centres undefined)
#38 O=C(Nc1ccccc1Oc1cccnc1)C1CCCN(C/C=C/c2ccccc2)C1 (centres undefined)
#39 Cc1cc(C)c2c3c(sc2n1)C(c1ccccc1)C(C#N)=C(N)O3 (centres undefined)
#40 COc1ccc(-n2ncc3c2CC(C)(C)CC3NC(=O)CCn2cncn2)cc1 (centres undefined)
assay / compound | 33 | 34 | 35 | 36 | 37 | 38 | 39 | 40
Jurkat NFkB inh | 0 | -7 | 0 | 5 | 4 | 12 | 2 | 1
APJ agonist | -1 | 1 | -3 | 5 | 3 | -1 | 0 | 3
APJ antagonist | 7 | 3 | 10 | 14 | -20 | -1 | 11 | 15
XBP1 UPR activ | -2 | -4 | -4 | -1 | -1 | -3 | -1 | -4
CHOP UPR activ | 0.7 | 1.8 | 0.8 | 0.8 | 1.1 | 0.1 | 22 | -1.9
tim23-1 inh | 9 | 2 | 12 | 5 | 15 | 21 | 19 | -9
Mdm2-MdmX inh | -63 | -1 | 2 | 21 | -1 | 18 | 41 | 7
697 NFkB inh | -9 | -19 | 17 | -5 | -10 | -25 | -12 | 0

#41 CCOC(=O)Cc1c(C)c2ccc(N(CC)CC)cc2oc1=O
#42 Cc1noc(C(=O)Nc2c(C)n(C)n(-c3ccccc3)c2=O)c1Cl
#43 COc1ccc(S(=O)(=O)NC2CC(=O)N(c3ccccc3)C2)cc1C (centres undefined)
#44 CC1CCC(NC(=O)CSc2nncn2C)CC1 (centres undefined)
#45 COc1ccc(CC(=O)O/N=C(\N)Cc2ccc(OC)cc2)cc1
#46 Brc1cc(Br)cc(CN2CCSCC2)c1
#47 Cc1ccc(C)c(OCC(=O)N2CCN(c3ncccn3)CC2)c1
#48 Cc1ccccc1NS(=O)(=O)c1cc2c3c(c1)C(C)C(=O)N3CCC2 (centres undefined)
assay / compound | 41 | 42 | 43 | 44 | 45 | 46 | 47 | 48
Jurkat NFkB inh | -17 | 10 | -17 | 0 | 2 | -6 | 0 | -5
APJ agonist | 6 | -1 | 2 | -1 | 3 | 0 | -1 | -4
APJ antagonist | -3 | -104 | 3 | 1 | -8 | 10 | 14 | 0
XBP1 UPR activ | 0 | 5 | -4 | -4 | -1 | -3 | 0 | -4
CHOP UPR activ | 1.7 | 1.1 | -1.4 | -0.3 | 2.6 | 1.4 | -1.5 | 1.3
tim23-1 inh | 33 | 7 | -10 | -4 | 4 | 23 | 12 | -15
Mdm2-MdmX inh | 17 | 13 | -4 | 10 | 11 | 1 | -16 | 24
697 NFkB inh | -21 | 3 | -1 | 3 | 2 | 11 | 7 | -2

#49 COc1ccc(C(=O)c2ccc(N(C)C)cc2)c(OC)c1
#50 O=C1c2oc3ccccc3c(=O)c2C(c2cccc(O)c2)N1CCCN1CCOCC1 (centres undefined)
#51 CC[C@]12c3[nH]c4cc(-c5ccco5)ccc4c3CCN1C(=O)[C@@H](CC(=O)NCCC1=CCCCC1)C[C@@H]2C(=O)N1CCN(C(=O)c2ccco2)CC1
#52 CC1=C(C(=O)Nc2ccccc2F)C(c2cccs2)NC(=S)N1 (centres undefined)
#53 CC(=O)Nc1cccc(C(=O)N/N=C/c2ccc(F)cc2)c1
assay / compound | 49 | 50 | 51 | 52 | 53
Jurkat NFkB inh | 68* | -15 | x | -4 | -64
APJ agonist | -3 | -5 | x | -3 | -2
APJ antagonist | 21 | 3 | x | -2 | 14
XBP1 UPR activ | -1 | -4 | 3 | 1 | -2
CHOP UPR activ | 1.0 | -1.2 | 2.3 | -0.2 | -2.0
tim23-1 inh | 30 | 6 | 39 | 6 | 8
Mdm2-MdmX inh | 62* | 7 | 27 | 8 | -49
697 NFkB inh | -52 | 17 | 9 | 12 | -101
